Bioassay records as filed in PubChem BioAssay.
CBFb RUNX1 block – blocks binding between human CBF-beta and RUNX1; Q01196+Q13951; Potency, µM (doses to about 59.8 µM), for the others: at the highest dose activity, negative = inhibition, usual class: inhibitors; AlphaScreen CBFb-His/RUNX1-biotin binding, biochemical; AID 1477; 230,000 tested, under 10 active; note: % of control where 0% means no effect
Target sequence (Q01196 whole entry, looked up): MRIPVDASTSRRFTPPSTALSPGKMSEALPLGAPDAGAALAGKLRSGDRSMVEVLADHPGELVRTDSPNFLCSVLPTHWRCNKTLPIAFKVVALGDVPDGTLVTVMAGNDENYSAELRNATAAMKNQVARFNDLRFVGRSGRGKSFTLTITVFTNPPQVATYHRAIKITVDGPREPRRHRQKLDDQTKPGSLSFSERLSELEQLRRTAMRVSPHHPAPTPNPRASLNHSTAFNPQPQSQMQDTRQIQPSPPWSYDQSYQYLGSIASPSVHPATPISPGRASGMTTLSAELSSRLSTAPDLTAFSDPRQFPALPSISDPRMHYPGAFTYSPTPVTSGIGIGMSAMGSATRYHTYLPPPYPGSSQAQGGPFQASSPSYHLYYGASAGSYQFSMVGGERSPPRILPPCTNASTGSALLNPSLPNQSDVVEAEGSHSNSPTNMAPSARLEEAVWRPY
Target sequence (Q13951 whole entry, looked up): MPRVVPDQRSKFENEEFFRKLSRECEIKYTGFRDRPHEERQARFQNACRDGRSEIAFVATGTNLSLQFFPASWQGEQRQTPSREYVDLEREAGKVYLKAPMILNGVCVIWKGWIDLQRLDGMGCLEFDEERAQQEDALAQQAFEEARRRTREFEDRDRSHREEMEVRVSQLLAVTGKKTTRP
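Read-out: AlphaScreen. Format: His-CBF-beta with biotinylated RUNX1 (30 nM each) preincubated 20 min, compound 15 min, Ni-chelate plus streptavidin beads 90 min; room temperature throughout.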
aGlu spleen mod – inhibits or activates alpha-glucosidase in human spleen homogenate; P10253; human spleen homogenate, 4-MU-alpha-glucoside fluorescence; Potency, µM (titrated, usually from 79.9 µM), for the others: at the highest dose activity change, negative = inhibition, most hits filed as inhibitors; hit rate 0.006% among 240,000; AID 2112;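 note: potency is the fitted concentration of half-maximal effect; 0% = enzyme with vehicle and -100% = no enzyme basal signal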
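Human spleen homogenate (1 ug) with 4-methylumbelliferyl-alpha-D-glucopyranoside (1 mM final) in 50 mM citrate/phosphate pH 5.0, 0.01% Tween-20; 40 min at 37 C. Stopped at pH 10; 4-MU fluorescence Ex 365/Em 440 nm; AC50 by Hill fit.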
LMNA splice mod – modulators of lamin A splicing | AID 1487 | HeLa LMNA splicing GFP/RFP minigene ratio, 48 h | Potency, µM (series often up to 46.1 µM), for the others: at the highest dose ratio change, negative = inhibition, most hits filed as inhibitors | hit rate 0.01% among 200,000; active = well fitted inhibition curve with a large enough effect in the signal ratio, with a control signal flat, not every such curve was filed as active; inconclusive = small, poorly fitted or top-dose-only effect, or effect the other way, or a change in a side signal; the % refers to the signal ratio; note: potency is the fitted concentration of half-maximal effect; % is set by controls: 0 for no effect and ±100 for the full control effect
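S3 HeLa cells stably expressing lamin A-EGFP splicing minigene plus DsRed2, 600 cells/well, 48 h compound exposure at 37C. Laser-scanning cytometry; analysed as GFP (500-530 nm)/RFP (575-640 nm) total intensity ratio; 0.5% DMSO vehicle.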
HTT ATP protect – protects HTT-Q103 PC12 cells, measured by ATP; AID 1471; PC12 HTT-Q103 induced, cytoprotection, ATP luminescence, 40 h; hit rate 0.14% among 230,000; Potency, µM (top dose mostly 56.4 µM), without a hit: cytoprotection (ATP increase), most hits filed as activators;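 note: potency is the fitted concentration of half-maximal effect; % of control where 0% means no effect; nearly all actives have a fitted effect of over 45% in size; toxic huntingtin expression switched on by the ecdysone agonist tebufenozide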
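Quantitative HTS on tebufenozide-induced (100 nM) PC12 cells expressing HTTQ103 exon 1–GFP; compounds tested as a concentration series; survival measured via cellular ATP.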
GAA glycogen – GAA glycogen-cleavage inhibition or activation | P10253 | recombinant GAA, glycogen substrate, Amplex Red glucose oxidase fluorescence | Potency, µM (titrated, usually from 76.4 µM), inactives show at the top dose activity change, negative = inhibition, actives largely listed as inhibitors | hit rate 0.38% among 300,000;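 note: potency is the fitted concentration of half-maximal effect; 0% = full enzyme reaction and -100% = no-enzyme basal signal; the screen sought inhibitors and activators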
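Recombinant human alpha-glucosidase (4 nM final) hydrolysed bovine liver glycogen (30 ug) for 40 min at 37 C in pH 5.0 citrate/phosphate with 0.01% Tween-20. Released glucose detected by glucose oxidase/Amplex Red, Ex 573/Em 610 nm. Compounds up to 77 uM; AC50 from Hill fits.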
HttQ103 aggreg – mutant huntingtin aggregation inhibition; PC12 HttQ103-GFP aggregates, Acumen cytometry, 40 h; Potency, µM (doses to about 46.1 µM), for inactives: top-dose activity change, negative = inhibition, most hits filed as inhibitors; hit rate 1.1% among 220,000; note: potency is the fitted concentration of half-maximal effect; % is set by controls: 0 for no effect and ±100 for the full control effect; nearly all actives have a fitted effect of over 60% in size
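Steps: seed 1500 PC12 HTTQ103-GFP cells/well; add tebufenozide, 100 nM final; add compound titration; add ATPLite reagent; quantify GFP aggregates by laser scanning cytometry.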
GAA inh – blocks human lysosomal alpha-glucosidase | P10253 | purified human GAA, 4-MU-alpha-glucoside fluorescence | Potency, µM (highest dose often 76.9 µM), without a hit: at the top dose activity change, negative = inhibition, most hits filed as inhibitors | hit rate 0.005% among 200,000;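 note: potency is the fitted concentration of half-maximal effect; plate controls were uninhibited enzyme wells for no effect and no-enzyme background for full effect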
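Endpoint fluorogenic read: 20 min room-temperature reaction of 4 nM human alpha-glucosidase with 400 uM 4-methylumbelliferyl-alpha-D-pyranoside, pH 5.0, quenched with 1M NaOH/1M glycine pH 10. AC50 from Hill modeling.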
* hit, by the source's call; ? = inconclusive; / = no result given; [ ] = dose if it differs, or a comment. Unless noted, calls come from the whole dose curve; as a rule, active = well fitted curve in the direction sought with a large enough effect; inconclusive = small, poorly fitted or top-dose-only effect, or another doubt; inactive = no such curve, though single readings can be large; an effect the other way counts as inactive or inconclusive.

SMILES	CBFb RUNX1 block	aGlu spleen mod	LMNA splice mod	HTT ATP protect	GAA glycogen	HttQ103 aggreg	GAA inh
COCCNC(=O)C(c1ccc(C)o1)N(Cc1ccccc1)C(=O)Cn1nnc2ccccc21 (stereo not drawn)	4.2%	2.2%	-0.7%	8.4%[10 µM]	-10.8%	-16.1%	0.1%
Cc1ccc(C)c(-c2csc(N)c2C(=O)OC(C)C)c1	-2.5%	-0.1%	-0.9%	15.5%	3.2%	6.0%	-4.8%
O=C(COc1nc2ccccc2nc1N1CCOCC1)NC1CCCCC1	3.1%	1.2%	-3.2%	-21.8%[10 µM]	0.7%	14.5%	-17.7%
Cc1cc(S(=O)(=O)N2CCCOC2CNC(=O)C(=O)NCc2ccco2)ccc1F (stereo not drawn)	17.7%	/	/	-54.5%[inhibitor]	-0.7%	17.0%	-12.7%
CCN=C1S/C(=C\c2cn(CC)c3ccccc23)C(=O)N1CC	5.5%	-7.1%	?	/	1.2%	12.1%	3.4%
N/C(=N\OC(=O)Cc1ccccc1)c1cccc(Br)c1	19.9%	-4.8%	6.6%[46 µM]	2.8%	5.5%	0.5%	-2.0%
CC(CCc1ccccc1)NC(=O)/C=C/c1ccc(F)cc1 (stereo not drawn)	-5.2%	7.4%	0.1%[46 µM]	-46.1%[inhibitor]	-6.2%	-12.6%	0.0%
O=C(O)CCCCCNC(=O)C(=O)C1C(=O)Nc2ccccc21 (stereo not drawn)	-25.5%	-1.9%	/	-3.8%[10 µM]	-1.4%	-17.4%[9.22 µM]	/
CCn1c(C)cc2c(c1=O)C(c1ccccc1Br)C(C#N)=C(N)O2 (stereo not drawn)	8.6%	-14.2%	-2.1%	-11.3%	7.2%	3.4%	-1.8%
Cc1ccc(N2CCCn3c2cc(C)c(C#N)c3=O)cc1Cl	5.5%	-4.5%	-0.7%	8.5%[10 µM]	-5.1%	-0.3%	8.8%
Cn1c(C(=O)N(Cc2ccccc2)Cc2cccs2)cc2sccc21	-1.5%	-0.3%	-9.9%	-11.6%[10 µM]	-5.8%	?	-10.3%
CC(=O)NC(Cc1ccccc1)C(=O)NC1CCN(C(=O)c2cnccn2)CC1 (stereo not drawn)	11.6%	-2.0%	-0.4%	5.1%[0.074 µM]	2.1%	2.7%	2.1%
CCN1C(=C(C#N)C#N)C=Cc2ccccc21	-2.9%	/	-3.7%[1.84 µM]	-9.6%	5.1%	16.1%	-10.1%
CC(C)(C)SCCNC(=O)/C=C/c1ccc([N+](=O)[O-])cc1	-6.2%	-5.8%	?	/	-4.6%	4.8%	0.4%
COC(=O)c1ccc(COc2ccccc2/C=C(\C#N)C(=O)NC(C)C)cc1	-10.8%	0.4%	-15.9%	-18.1%[10 µM]	4.3%	-5.6%	5.4%
COc1ccc(CSc2nnc(SCc3ccc([N+](=O)[O-])cc3)s2)cc1	4.2%	6.6%	5.8%	0.7%	3.0%	10.4%	-10.6%
Cc1nc2c(C(=O)NCCC(C)C)c[nH]n2c(=O)c1Cl	2.4%	1.8%	-7.9%	/	1.3%	6.4%	-12.6%
CCOC(=O)Nc1ccc(S(=O)(=O)NCCCN2CCOCC2)cc1	-1.1%	-15.8%	2.5%	6.4%	0.3%	-15.4%	-3.3%
O=C(O)/C=C/C(=O)Nc1ccc(OC(F)(F)F)cc1	5.4%	-4.3%	/	7.5%[10 µM]	5.8%	-20.5%[9.22 µM]	/
COc1nc2c(c(-c3cc(Br)cs3)c1C#N)Cc1ccccc1-2	0.5%	9.6%	/	8.9%[10 µM]	-0.6%	5.7%[9.22 µM]	?
CCOC(=O)c1sc(NC(=O)CN2C(=O)c3cccc4cccc(c34)C2=O)nc1C	-4.4%	-8.2%	6.4%	-2.3%	?	1.4%	7.2%
COc1ccccc1C(=O)NC(=Nc1nc2ccccc2o1)NC(=O)c1ccccc1OC	0.2%	-1.3%	-6.4%	-17.6%[10 µM]	-5.6%	10µM*	-9.2%
COc1cccc(N(CC(=O)NCc2ccco2)C(=O)CCC(=O)Nc2nccs2)c1	13.6%	-0.9%	/	-9.3%[10 µM]	1.2%	-14.3%[9.22 µM]	/
CCC(=O)NC(=S)Nc1ccccc1OC	7.2%	-3.6%	-1.3%	14.8%[10 µM]	5.6%	-15.1%	-1.9%
COCCSc1nnc(NS(=O)(=O)c2ccc(C)cc2)s1	4.8%	1.8%	/	?	-6.7%	-6.2%[9.22 µM]	3.5%
Cc1ccc(S(=O)(=O)Nc2ccc3nc(N)sc3c2)cc1	-4.4%	2.5%	?	-0.4%[10 µM]	-2.8%	?	-7.3%
CCC(C)NC(=O)c1cc2cc3ccc(OC)cc3nc2s1 (stereo not drawn)	-2.1%	?	-5.5%	-26.3%[10 µM]	5.7%	12.6%	?
C/C(=N/NC(=O)c1cn(-c2cccc(C)n2)cn1)c1ccc(C)cc1	2.2%	2.6%	3.1%	-59.7%[inhibitor][10 µM]	-14.7%	?	-4.1%
CC1=C(Sc2nc3ccccc3[nH]2)C(=O)NC(C)(C)C1	-1.0%	5.4%	?	-24.7%[0.074 µM]	9.8%	6.5%[9.22 µM]	-1.0%
CCOc1ccc(C(=O)NC(=S)Nc2ccccc2OC)cc1[N+](=O)[O-]	2.3%	-2.9%	-2.4%	-16.9%[0.074 µM]	1.8%	-0.5%	4.7%
Cc1ccc(NCc2nnc(SCC(=O)O)n2-c2ccc(C)cc2)cc1	10.3%	-7.7%	/	-3.7%[10 µM]	5.8%	-7.6%[9.22 µM]	?
O=C(NCCCN1CCOCC1)c1cccnc1SCc1ccccc1Cl	-8.8%	1.2%	/	2.9%	8.0%	0.0%	0.5%
O=C(O/N=C1\CCS(=O)(=O)c2sccc21)c1c(F)cccc1F	-1.0%	-2.8%	/	29.5%	3.0%	-17.6%[9.22 µM]	8.4%
Fc1cccc2sc(N3CCCCC3)nc12	10.5%	2.9%	-11.3%	-1.3%[10 µM]	1.6%	1.8%	2.0%
CC1(C)CC(=O)C/C(=N\NC(=O)C2CC23CCC3)C1 (stereo not drawn)	2.6%	-3.9%	6.7%[46 µM]	/	?	/	5.3%
CCCCCn1c(=O)c(-c2nc3ccccc3c(=O)[nH]2)c(O)c2ccccc21	10.5%	-5.6%	-11.3%	-29.2%[0.074 µM]	-5.9%	3.2%	0.3%
CC(=O)NC1(C(F)(F)F)C(=O)Nc2c1c(=O)[nH]c(=O)n2CCc1ccccc1 (stereo not drawn)	6.9%	-9.6%	/	13.9%[10 µM]	-10.1%	-10.7%[9.22 µM]	/
CC1(C)OC(=O)C(=Cc2ccc(-c3ccc(Cl)c(C(=O)O)c3)o2)C(=O)O1	-13.0%	-0.6%	23.2%[46 µM]	12.6%[10 µM]	-1.7%	-3.9%	2.4%
CCCCCCCCCCCCCCCCCC(=O)OC(CC(=O)O)C[N+](C)(C)C (stereo not drawn)	4.7%	-1.2%	?	/	/	/	/
O=C(c1cnc2n(c1=O)CCS2)N(c1ccccc1)C1CCCCC1	5.5%	-7.5%	6.8%	-4.7%	-6.8%	0.6%	5.5%
Cc1ccc(NC(=O)/C(C#N)=C/c2ccccc2C(F)(F)F)cc1	18.9%	-8.5%	?	/	7.2%	6.9%	-1.7%
CCOC(=O)N1CCc2c(sc3c2c(=O)n(Cc2ccccc2)c(=O)n3Cc2cccc(C)c2)C1	-4.1%[2.36 µM]	-2.2%	?	/	-15.6%[76.3 µM]	-24.7%	0.6%
COCCNC(=O)CSc1cc(-c2ccccc2)c2ccc(OC)cc2n1	-9.5%	-1.5%	-15.2%[46 µM]	13.9%[10 µM]	-3.2%	-17.3%	-2.8%
Cc1cc(C(=O)Nc2ccon2)cs1	9.8%	-4.1%	-0.3%	-16.0%[0.074 µM]	0.6%	-12.4%	-6.7%
O=C1C(C=NCCCN2CCOCC2)=C(O)c2ccccc21	3.2%	7.1%	10.9%	-7.1%	-1.7%	-0.4%	1.3%
O=C(O)CCC(=O)Nc1ccc(S(=O)(=O)N2CCCC2)cc1	11.6%	-4.6%	2.8%	7.8%	1.2%	-15.7%	0.4%
OCCNCc1cccc2ccccc12	1.0%	-0.4%	/	-7.0%[10 µM]	9.9%	9.8%	-0.8%

One compound at a time, from the list above. Values in the order: CBFb RUNX1 block, aGlu spleen mod, LMNA splice mod, HTT ATP protect, GAA glycogen, HttQ103 aggreg, GAA inh
O=C1C(C=NCCCN2CCOCC2)=C(O)c2ccccc21 in the list: 3.2%, 7.1%, 10.9%, -7.1%, -1.7%, -0.4%, 1.3%
O=C(O)CCC(=O)Nc1ccc(S(=O)(=O)N2CCCC2)cc1 in the list: 11.6%, -4.6%, 2.8%, 7.8%, 1.2%, -15.7%, 0.4%
CCOC(=O)N1CCc2c(sc3c2c(=O)n(Cc2ccccc2)c(=O)n3Cc2cccc(C)c2)C1 in the list: -4.1%[2.36 µM], -2.2%, ?, /, -15.6%[76.3 µM], -24.7%, 0.6%

Compounds shown so far that have bromine (3):
SMILES	CBFb RUNX1 block	aGlu spleen mod	LMNA splice mod	HTT ATP protect	GAA glycogen	HttQ103 aggreg	GAA inh
N/C(=N\OC(=O)Cc1ccccc1)c1cccc(Br)c1	19.9%	-4.8%	6.6%[46 µM]	2.8%	5.5%	0.5%	-2.0%
CCn1c(C)cc2c(c1=O)C(c1ccccc1Br)C(C#N)=C(N)O2 (stereo not drawn)	8.6%	-14.2%	-2.1%	-11.3%	7.2%	3.4%	-1.8%
COc1nc2c(c(-c3cc(Br)cs3)c1C#N)Cc1ccccc1-2	0.5%	9.6%	/	8.9%[10 µM]	-0.6%	5.7%[9.22 µM]	?

Three compounds from above, sorted by their value in aGlu spleen mod, highest first.
mol	CBFb RUNX1 block	aGlu spleen mod	LMNA splice mod	GAA glycogen	GAA inh
C/C(=N/NC(=O)c1cn(-c2cccc(C)n2)cn1)c1ccc(C)cc1	2.2%	2.6%	3.1%	-14.7%	-4.1%
CC1(C)CC(=O)C/C(=N\NC(=O)C2CC23CCC3)C1 (stereo not drawn)	2.6%	-3.9%	6.7%[46 µM]	?	5.3%
O=C(O)/C=C/C(=O)Nc1ccc(OC(F)(F)F)cc1	5.4%	-4.3%	/	5.8%	/
